# Bioassay records (PubChem)
# EP2 modulator – modulates human prostaglandin E2 receptor EP2 signaling; hit rate 0.83% among 260,000; EP2-expressing cells, cAMP HTRF FRET, PGE2 co-stimulation; P43116; induction, % at 25 µM;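 active = compounds whose cAMP rise, as percent of the full-agonist control response, exceeds 60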;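 also: rat C6 glioma line stably carrying human EP2 under a CMV promoter; the protocol text gives 20 µM as final concentration; 100% = response of wells given 1 µM PGE2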
# CHOP inh – blocks CHOP induction under ER stress; inhibition, % at 10 µM; hit rate 3.8% among 220,000; CHO-K1 CHOP-promoter luciferase, tunicamycin-induced, 15-18 h;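 active = compounds that reduced the stress-induced luciferase reporter signal by more than about 70% of percent inhibition, limit read from the data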;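 also: 0% = tunicamycin plus vehicle and 100% = wells without tunicamycin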
# NPY-Y1 PAM-ag – potentiates or activates human NPY-Y1 receptor | activation, % at 3.6 µM | NPY-Y1 expressing cells, potentiator/agonist activation | AID 1304 | hit rate 0.37% among 220,000; in the data active = activation above about 33%, passing the limit was not always enough;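 also: cells stimulated with NPY at EC10 then isoproterenol at EC100; 0% = low agonist plus stimulus and 100% = saturating agonist plus stimulus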
# NPY Y1 blocker – blocks the human neuropeptide Y Y1 receptor. hit rate 1% among 200,000. inhibition, % at 3.6 µM. P25929. AID 1040. HEK293-CNG Y1 cells, membrane potential fluorescence; NPY at EC95, then isoproterenol;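 active = inhibition above the campaign mean inhibition of all tested compounds plus 3 SD, cut at about 20% in these data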;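 also: 0% = DMSO wells given NPY plus isoproterenol and 100% = isoproterenol alone without NPY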
#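 Material: HEK293 Y1/CNG channel cell line | Also added: NPY (25 nM), isoproterenol (1 µM), Ro 20-1724 (25 µM) | Compound: One concentration, 3.6 µM, in 0.4% DMSO | Schedule: 3 h dye uptake, 1 h room-temperature compound, 45 min post-isoproterenol | Signal: Membrane-potential fluorescent dye readout | Read-out: % inhibition of NPY effect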
# zfTRPN1 agonist – agonists of zebrafish TRPN1 channel; hit rate 0.18% among 220,000; activation, % at 3 µM; HEK293 zebrafish TRPN1-YFP, Fluo-8 calcium fluorescence; 100% = response to 87 µM carbachol;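 active = activation above its plate's cutoff, the mean activation of test wells on that plate plus 3 SD, cut at about 19% in these data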;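 also: 0% = DMSO alone and 100% = 87 µM carbachol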
#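 Assay system: Zebrafish TRPN1-YFP in HEK293 cells | Incubation: Dye loading 1 h at 37 °C, then 30 min room temperature | Measured by: Kinetic Fluo-8 fluorescence, ex 470-495, em 515-575 nm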
# 14-3-3 Bad PPI – disrupts binding of bovine 14-3-3 zeta to phospho-Bad peptide | hit rate 0.71% among 220,000 | TR-FRET 14-3-3zeta/Dy647-pBad peptide displacement, 1 h | inhibition, % at 21.7 µM | P63103 | AID 781;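 active = inhibition above about 70%, limit read from the data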;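 also: 0% = full 14-3-3 plus peptide FRET controls and 100% = background without 14-3-3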
# Target sequence (P63103 whole entry, looked up): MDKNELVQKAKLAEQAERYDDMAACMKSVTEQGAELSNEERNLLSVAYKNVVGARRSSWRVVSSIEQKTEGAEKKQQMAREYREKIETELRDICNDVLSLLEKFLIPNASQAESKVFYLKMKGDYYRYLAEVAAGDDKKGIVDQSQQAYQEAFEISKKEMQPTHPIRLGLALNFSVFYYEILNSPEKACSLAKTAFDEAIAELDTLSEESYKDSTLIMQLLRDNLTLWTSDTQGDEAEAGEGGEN
# TRPML3 ag – activates the human TRPML3 channel; Q8TDD5; HEK293 TRPML3-YFP, Fluo-8 calcium fluorescence; 100% = the carbachol control signal; activation, % at 3 µM; hit rate 0.29% among 220,000; AID 1448;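 active = activation above its plate's cutoff, the mean activation of the plate's test wells plus 3 SD, cut at about 12% in these data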;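 also: 0% = DMSO only wells and 100% = carbachol wells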
# Target sequence (Q8TDD5 whole entry, looked up): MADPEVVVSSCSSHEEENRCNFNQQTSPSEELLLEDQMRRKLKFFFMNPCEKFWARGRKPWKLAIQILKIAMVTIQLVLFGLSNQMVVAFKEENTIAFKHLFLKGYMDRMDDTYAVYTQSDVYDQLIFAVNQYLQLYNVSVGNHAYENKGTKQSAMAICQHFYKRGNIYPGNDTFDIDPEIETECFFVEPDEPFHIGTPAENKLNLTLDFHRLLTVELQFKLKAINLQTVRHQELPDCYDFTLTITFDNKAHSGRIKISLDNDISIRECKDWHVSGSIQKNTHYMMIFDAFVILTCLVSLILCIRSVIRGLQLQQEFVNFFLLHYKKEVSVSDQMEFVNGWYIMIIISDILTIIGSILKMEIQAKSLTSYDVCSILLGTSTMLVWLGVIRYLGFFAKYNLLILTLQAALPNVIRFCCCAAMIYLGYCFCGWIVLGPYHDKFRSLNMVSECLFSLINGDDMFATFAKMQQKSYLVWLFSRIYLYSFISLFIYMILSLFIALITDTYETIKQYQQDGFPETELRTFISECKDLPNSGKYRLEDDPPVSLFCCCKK
#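 Material: HEK293 cells stably carrying human TRPML3-YFP; compound dosing: single dose, 3 µM final nominal compound, 0.3% DMSO final; incubation: 1-h 37 °C dye load, 5-s basal, 120-s post-compound reads; technique: Fluo-8 intracellular calcium fluorescence, excitation 470-495 nm, emission 515-575 nm; read-out basis: percent activation from peak-to-basal fluorescence ratio, scaled between DMSO and carbachol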
# PGE2 EP2 inh – EP2 receptor (human) inhibition | P43116 | C6 glioma cells expressing human EP2, cAMP TR-FRET; cells stimulated with saturating PGE2 | inhibition, % at 25 µM | hit rate 0.52% among 260,000;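 active = percent inhibition above 40 after rounding to a whole number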;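 also: rat C6 glioma host cells with rolipram phosphodiesterase inhibitor present; the protocol text gives 20 µM as final concentration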
# PPC-1+TRAIL kill – PPC-1 cancer cell killing with TRAIL present; PPC-1 cells + TRAIL, ATPLite viability luminescence; cell killing (% activity), % at 4 µM; hit rate 0.41% among 220,000;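 active = cell killing above 50% in the first pass at 4 µM, then a duplicate retest at 5 µM averaging 50% or more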;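 also: plate controls were cells with TRAIL plus DMSO for no effect and medium-only wells lacking cells for full effect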
# Active calls of the source: *; . = no result given; & = joins results of further samples; [ ] = another dose, or the depositor's remark.
SMILES,EP2 modulator,CHOP inh,NPY-Y1 PAM-ag,NPY Y1 blocker,zfTRPN1 agonist,14-3-3 Bad PPI,TRPML3 ag,PGE2 EP2 inh,PPC-1+TRAIL kill
O=C(Nc1ccc(Cl)c(Cl)c1)OCCNC(=O)c1ccncc1,-49,1,-1,-6,4.2,1,0.0,10,15
COC(=O)c1ccccc1NC(=O)c1cccc(COc2ccccc2Cl)c1,32,-19,-14,5,-0.1,15,0.5,13,20
CC(=O)c1c(C)[nH]c(C(=O)CSc2nnc(C3CCCCC3)n2N)c1C,11,6,29,-7,0.3,8,-0.9,12,33
O=[N+]([O-])c1cc(C(F)(F)F)cc([N+](=O)[O-])c1N1CCN(S(=O)(=O)c2ccccc2)CC1,10,40,-15,5,1.3,-14[fluorescence artefact?],1.2,7,2
O=C1/C(=C\c2ccc([N+](=O)[O-])cc2)CCc2ccccc21,12,65,-34,1,1.9,4,0.1,8,41
CC(C)C(=O)NCCc1c[nH]c2ccccc12,-21,1,-10,1,0.4,-15,0.5,8,28
O=C(NS(=O)(=O)c1ccc(NC(=O)C2CCCO2)cc1)c1ccccc1 (configuration not stated),20,-23,-2,-1,0.8,12[fluorescence artefact?],1.1,2,17
CCOc1ccc(C(C)=O)cc1N1C(=O)C2C3C=CC(O3)C2C1=O (configuration not stated),-27,18,-31,-1,0.8,2,2.3,7,18
O=C(NCc1ccccn1)C1CC(c2ccc(Cl)c(Cl)c2)=NO1 (configuration not stated),-95&-46,29,-16,6,0.2,3,-0.3,7&22,6
Cn1c(N)c(C(=O)COC(=O)/C=C/c2ccc(OC(F)F)cc2)c(=O)n(C)c1=O,-73,12,-4,3,7.5,-26,3.0,1,8
O=C1NC(=Nc2ccc3ccccc3c2)S/C1=C/c1ccco1,-24,86*,-30,3,-0.1,-9,-0.9,2,12
COc1ccc2c(c1)CCc1sc(NC(=O)c3ccc(C)cc3)nc1-2,3,29,-9,-1,-2.0,34[fluorescence artefact?],-0.1,15,8
COC1=C(OC)c2ccccc2C(C(=O)O)N/C1=C(/C)Nc1ccncc1 (configuration not stated),33,-6,-8,0,0.8,-1[fluorescence artefact?],0.1,0,10
CSc1nc(C)c(CCOCc2ccc(F)cc2)c(=O)[nH]1,14,21,6,-2,-0.5,-15,0.9,4,-1
NS(=O)(=O)c1ccc(N2C(=O)C(=O)/C(=C(/O)c3ccccc3)C2c2ccc(Cl)cc2)cc1 (configuration not stated),26,-11,0,.,0.4,15,1.1,9,4
COC(=O)Nc1ncc(CN2C(=O)c3ccccc3C2=O)s1,13,22,-27,-1,-0.6,-5,0.8,13,-11
COc1ccc(N(C(=O)c2ccc(Cl)cc2)C2=CC3CCC(C2)N3C)cc1 (configuration not stated),6,23,9,2,0.0,-2,0.9,10,3
CCn1cc(CNC(=O)c2cccc([N+](=O)[O-])c2)c(C)n1,5,-16,-7,-5,0.1,30,0.6,2,10
COCCCN1C(=O)C(O)=C(C(=O)c2ccco2)C1c1cccc(Br)c1 (configuration not stated),34,2,-13,-2,0.9,35,0.3,20,11
COc1ccc(/C=C/C2=Nc3ccccc3NC(C)(C)C2)cc1OC,-5,4,-5,.,1.2,-3,0.4,3,16
COc1ccc(NC(=O)c2cc(C)nc3ccccc23)cc1S(=O)(=O)Nc1ccccc1Cl,-17,25,-9,-1,1.3,5,0.6,9,-9
CCCC(=O)Nc1ccc(S(=O)(=O)N2CCOCC2)cc1,1,-7,-37,-2,0.4,-4,-0.4,9,10
Cc1c(/C=N\NC(=O)c2ccc(F)cc2)cnn1C,5,-8,-1,5,0.4,-11,0.7,8,-8
COc1ccc(C/C(N)=N/OC(=O)Cc2ccccc2)cc1,-5,3,-26,4,-2.0,6,-1.2,11,3
Cc1ccc(N2C(=O)C3N=NN(CC(=O)N4N=C(c5ccccc5)CC4c4ccccc4)C3C2=O)cc1 (configuration not stated),30,-4,-25,-3,0.2,-12,0.6,4,23

# An excerpt of these results, as tab-separated lines.
compound	EP2 modulator	CHOP inh	NPY-Y1 PAM-ag	NPY Y1 blocker	zfTRPN1 agonist	14-3-3 Bad PPI	TRPML3 ag	PGE2 EP2 inh	PPC-1+TRAIL kill
NS(=O)(=O)c1ccc(N2C(=O)C(=O)/C(=C(/O)c3ccccc3)C2c2ccc(Cl)cc2)cc1 (configuration not stated)	26	-11	0	.	0.4	15	1.1	9	4
COC(=O)Nc1ncc(CN2C(=O)c3ccccc3C2=O)s1	13	22	-27	-1	-0.6	-5	0.8	13	-11
COc1ccc(N(C(=O)c2ccc(Cl)cc2)C2=CC3CCC(C2)N3C)cc1 (configuration not stated)	6	23	9	2	0.0	-2	0.9	10	3
CCn1cc(CNC(=O)c2cccc([N+](=O)[O-])c2)c(C)n1	5	-16	-7	-5	0.1	30	0.6	2	10
COCCCN1C(=O)C(O)=C(C(=O)c2ccco2)C1c1cccc(Br)c1 (configuration not stated)	34	2	-13	-2	0.9	35	0.3	20	11

# The listing picks up, repeating the two entries before the break.
SMILES,EP2 modulator,CHOP inh,NPY-Y1 PAM-ag,NPY Y1 blocker,zfTRPN1 agonist,14-3-3 Bad PPI,TRPML3 ag,PGE2 EP2 inh,PPC-1+TRAIL kill
COc1ccc(C/C(N)=N/OC(=O)Cc2ccccc2)cc1,-5,3,-26,4,-2.0,6,-1.2,11,3
Cc1ccc(N2C(=O)C3N=NN(CC(=O)N4N=C(c5ccccc5)CC4c4ccccc4)C3C2=O)cc1 (configuration not stated),30,-4,-25,-3,0.2,-12,0.6,4,23
CCn1c(O)c(N=N)c2ccccc21,-28,18,-10,11,1.1,-12,0.4,6,12
COC(=O)/C=C1/SC(=NC(=O)c2ccccc2)NC1=O,-11,-13,-7,4,1.9,8,0.7,7,-5
CC(=O)c1cccc(NC(=O)N2CCCC2C(=O)Nc2cccc(C)c2C)c1 (configuration not stated),-17,44,3,-3,-0.3,5,0.3,32,7
Cc1ccc(C(=O)CSc2nnc(-c3ccc4[nH]c(C)c(C)c4c3)o2)cc1C,-11,74*,-5,1,-0.3,18,0.4,9,23
CCOC(=O)Cc1ccc(NC(=O)c2ccc(C(C)(C)C)cc2)cc1,-43,86*,-6,9,5.8,-7,3.0,15,48
CCc1nn(CC(=O)NCCCN2CCCC2=O)c(=O)c2cc3sccc3n12,7,-7,-2,6,-1.1,5,0.0,3,-5
O=S(Cc1ccc(Br)cc1)Cc1nnc(SCc2ccc(Br)cc2)n1-c1ccccc1 (configuration not stated),41,57,-12,7,-2.2,4,-0.8,6,-14
CC(=O)Nc1ccc(S(=O)(=O)N(C)CC(=O)OCC(=O)c2cc(C)n(-c3ccc4c(c3)OCO4)c2C)cc1,-8,-3,20,-3,1.9,1,0.6,5,6
O=C(Cc1cccs1)N(Cc1cccs1)C1(C(=O)NC2CCCC2)CCCCC1,34,-15,-16,51*,-1.4,2[fluorescence artefact?],-1.5,9,25
COc1ccc(C(=O)CSc2nnc(-c3ccoc3C)n2CC2CCCO2)cc1 (configuration not stated),-11,36,-4,2,-0.4,2,0.1,17,-13
Nc1nnnn1CC(=O)OCc1cccc(Br)c1,0,14,-7,1,0.2,-2,-0.1,7,19
CC(C)N=C1SC(CC(=O)Nc2ccccc2)C(=O)N1C(C)C (configuration not stated),33,-1,15,-4,-0.3,-10,-0.3,5,-2
O=C(CCC1CCCN(C(=O)c2ccc3c(c2)OCO3)C1)NCc1ccc(F)c(F)c1 (configuration not stated),12,-14,-15,2,-0.9,-8,-0.5,8,-4
Cc1cccc(OCC(=O)N(Cc2cccs2)C2CCS(=O)(=O)C2)c1 (configuration not stated),8,8,-3,3,-0.9,6,-0.1,18,6
Cc1c(NC(=O)CCC2CCCCC2)cc(C(=O)N2CCOCC2)cc1[N+](=O)[O-],-2,2,3,-2,0.3,-4,0.2,3,2
O=C1C(=O)N(CC2CCCO2)C(c2ccco2)/C1=C(/O)c1ccc(F)cc1 (configuration not stated),14,-3,-2,1,0.7,4,0.8,7,16
O=C(OCN1C(=O)c2ccccc2C1=O)c1ccc2c(=O)n3c(nc2c1)CCC3,.,.,15,-5,-0.3,.,-0.5,.,.
Cc1ccc2nc(NCCO)nc(-c3ccccc3)c2c1,29&30,32,-21,1,1.1,3,0.4,5,14
CN(CC(=O)Nc1ccc(F)cc1)c1ccc(S(=O)(=O)N2CCCCC2)cc1[N+](=O)[O-],-14,48,18,1,0.5,-7,1.3,2,21
O=S(=O)(Nc1nc2ccccc2nc1Nc1ccc2c(c1)OCO2)c1ccccc1,6,31,15,3,0.1,27[fluorescence artefact?],0.6,12,13
CCc1ccc(CN(C)Cc2nc(-c3cccc(Cl)c3)no2)nc1,-102,-12,-8,6,-1.6,-10,0.2,18,2
CC(NC(=O)Cc1ccc([N+](=O)[O-])cc1)c1ccc2c(c1)OCO2 (configuration not stated),-4,-8,14,.,1.0,6,-0.2,7,19
CC(C)CN1C2CCCC1CC(NC(=S)NCc1ccco1)C2 (configuration not stated),-42,3,10,4,-0.3,-12,0.6,9,1
CCCc1nnc(NC(=O)CCC(=O)NCc2ccccc2OC)s1,20,16,-7,-1,-0.3,10,0.6,5,6
CC1CCCCC1NC(=O)c1ccc(S(=O)(=O)NCc2ccco2)cc1 (configuration not stated),-6,-1,-17,9,-0.3,6,-0.3,12,11
C=CCn1c(P(C)(=O)O)nc2ccccc21,27&26,-16&10,-6&-6,2&4,0.1&-1.5,-7&6,0.2&0.9,2&9,8
NC(=O)CC(NC(=O)c1ccccc1)c1ccc(NCCc2ccc(Cl)cc2)c([N+](=O)[O-])c1 (configuration not stated),-9,50,.,.,.,3,.,8,20
COC(=O)CNC(c1ccccc1)c1cc(Br)ccc1N (configuration not stated),33,-5,8,.,-1.6,3,-1.0,5,3

# Not all compounds are listed (hit frequency here may not be typical).
